Screening results (PubChem BioAssay)
HTT cytoprotect: Huntington cell model cytoprotection by ATP luminescence | PC12 HTT-Q103 induced, cytoprotection, ATP luminescence, 40 h | Potency, µM (titrated, usually from 56.4 µM), inactives show cytoprotection (ATP increase), most hits filed as activators | 0.14% of 230,000 active | AID 1471;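 further: potency means the concentration at half of the fitted maximal effect; % of control where 0% means no effect; nearly all actives have a fitted effect of over 45% in size; toxic huntingtin expression switched on by the ecdysone agonist tebufenozide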
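PC12 cells stably carrying ecdysone-inducible Htt exon 1 (Q103)–GFP were induced with 100 nM tebufenozide (final) alongside library compounds in a dose series. Cytoprotection was scored as retained ATP by ATPlite luminescence.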
HTT aggregate: inhibitors of mutant huntingtin aggregate formation in PC12 cells; PC12 HttQ103-GFP aggregates, Acumen cytometry, 40 h; 1.1% of 220,000 active; AID 1688; Potency, µM (series often up to 46.1 µM), without a hit: at the highest dose activity change, negative = inhibition, most hits filed as inhibitors; further: potency means the concentration at half of the fitted maximal effect; on the % scale 0 is the no-effect control and ±100 the full control effect; nearly all actives have a fitted effect of over 60% in size
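Quantitative HTS on tebufenozide-induced (100 nM) PC12 cells stably expressing polyQ103 Huntingtin exon 1–GFP. Reduction of bright GFP aggregates, detected by laser scanning cytometry after lysis, identified actives across the titration.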
GAA inh: inhibitors of human lysosomal alpha-glucosidase; Potency, µM (highest dose often 76.9 µM), without a hit: at the top dose activity change, negative = inhibition, hits mostly inhibitors; purified human GAA, 4-MU-alpha-glucoside fluorescence; AID 1466; 0.005% of 200,000 active;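 further: potency means the concentration at half of the fitted maximal effect; plate controls were uninhibited enzyme wells for no effect and no-enzyme background for full effect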
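Read-out is 4-methylumbelliferone fluorescence (Ex 365/Em 440 nm) after NaOH/glycine stop at pH 10. Enzyme 4 nM, substrate 400 uM, pH 5.0 citrate buffer, 20 min room temperature; AC50 from Hill-equation concentration-response.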
CBFb RUNX1 block: CBF-beta/RUNX1 interaction disruption; AlphaScreen CBFb-His/RUNX1-biotin binding, biochemical; Potency, µM (top dose mostly 59.8 µM), for the others: top-dose activity, negative = inhibition, most hits filed as inhibitors; 230,000 tested, under 10 active; AID 1477; further: % of control where 0% means no effect
Target sequence (Q01196 whole entry, looked up): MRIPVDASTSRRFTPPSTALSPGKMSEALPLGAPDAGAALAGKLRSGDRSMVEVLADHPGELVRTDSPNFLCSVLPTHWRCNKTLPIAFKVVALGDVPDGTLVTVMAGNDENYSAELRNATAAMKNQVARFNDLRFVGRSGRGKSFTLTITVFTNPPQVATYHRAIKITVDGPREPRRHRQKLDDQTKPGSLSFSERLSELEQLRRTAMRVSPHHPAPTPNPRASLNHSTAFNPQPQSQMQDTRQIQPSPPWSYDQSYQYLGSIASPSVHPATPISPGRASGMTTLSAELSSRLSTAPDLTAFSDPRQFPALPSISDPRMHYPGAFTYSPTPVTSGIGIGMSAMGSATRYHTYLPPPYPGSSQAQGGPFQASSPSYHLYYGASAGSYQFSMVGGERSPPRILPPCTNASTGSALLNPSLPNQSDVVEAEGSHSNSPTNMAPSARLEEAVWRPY
Target sequence (Q13951 whole entry, looked up): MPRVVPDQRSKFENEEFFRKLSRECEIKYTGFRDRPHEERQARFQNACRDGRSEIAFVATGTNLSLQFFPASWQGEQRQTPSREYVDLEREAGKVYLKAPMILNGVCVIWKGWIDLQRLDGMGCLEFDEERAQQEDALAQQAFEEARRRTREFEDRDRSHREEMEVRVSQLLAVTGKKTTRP
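AlphaScreen proximity signal reports loss of binding between His-tagged CBF-beta and biotin-labelled RUNX1, each at 30 nM. Proteins are pre-associated for 20 minutes, compounds added for 15 minutes, then beads for 90 minutes, all at ambient temperature.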
LMNA splice mod: modulators of lamin A splicing; 0.01% of 200,000 active; AID 1487; HeLa LMNA splicing GFP/RFP minigene ratio, 48 h; Potency, µM (series often up to 46.1 µM), inactives show top-dose ratio change, negative = inhibition, usual class: inhibitors; active means well fitted inhibition curve with a large enough effect in the signal ratio, with a control signal flat, not every such curve was filed as active; inconclusive means small, poorly fitted or top-dose-only effect, or effect the other way, or a change in a side signal; the % refers to the signal ratio; further: potency means the concentration at half of the fitted maximal effect; on the % scale 0 is the no-effect control and ±100 the full control effect
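S3 HeLa stable clones carrying a lamin A-EGFP splicing minigene plus DsRed2 were seeded at 600 cells/well in Opti-MEM with 2% FBS, pin-dosed and incubated 48 h at 37°C. Acumen cytometry (488 nm) gave the GFP/RFP total-intensity ratio.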
GAA glycogen: GAA glycogen-cleavage inhibition or activation. P10253. recombinant GAA, glycogen substrate, Amplex Red glucose oxidase fluorescence. Potency, µM (series often up to 76.4 µM), without a hit: at the highest dose activity change, negative = inhibition, actives largely listed as inhibitors. 0.38% of 300,000 active. AID 2100;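 further: potency means the concentration at half of the fitted maximal effect; 0% = full enzyme reaction and -100% = no-enzyme basal signal; the screen sought inhibitors and activators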
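qHTS, 1536-well; enzyme 4 nM final; cpd up to 77 uM; substrate bovine liver glycogen 30 ug; 50 mM citrate/phosphate pH 5.0, 0.01% Tween-20; 37 C, 40 min; Amplex Red detection 45 min RT; Hill fit → AC50.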
aGlu spleen mod: inhibitors or activators of human alpha-glucosidase in spleen homogenate | P10253 | human spleen homogenate, 4-MU-alpha-glucoside fluorescence | Potency, µM (doses to about 79.9 µM), for inactives: at the top dose activity change, negative = inhibition, usual class: inhibitors | 0.006% of 240,000 active | AID 2112;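 further: potency means the concentration at half of the fitted maximal effect; 0% = enzyme with vehicle and -100% = no enzyme basal signal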
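AC50 values come from Hill-equation fits of concentration-response data, normalized to no-enzyme and full-activity controls. Enzyme source: 1 ug human spleen homogenate; 1 mM fluorogenic 4-MU glucoside, pH 5.0 citrate buffer, 37 C, 40 min.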
Starred values were filed as active, the others as inactive; ? = inconclusive; / = not tested or not shown; [ ] = another dose, or the depositor's remark. Unless noted, the call rests on the fitted dose curve; in most records, active means well fitted curve in the direction sought with a large enough effect; inconclusive means small, poorly fitted or top-dose-only effect, or another doubt; inactive means no such curve, though single readings can be large; an effect the other way counts as inactive or inconclusive.

Letter code – A = HTT cytoprotect; B = HTT aggregate; C = GAA inh; D = CBFb RUNX1 block; E = LMNA splice mod; F = GAA glycogen; G = aGlu spleen mod
Compound: COc1ccc(-n2cc(CNC3CCOCC3)c(-c3cccc(F)c3)n2)cc1
  A = -22% | B = -1% | C = -4% | D = 16% | E = / | F = -3% | G = -3%
Compound: CCOC(=O)c1c(C)c(C(=O)NCc2ccccc2OC)c(C)n1C
  A = -25% | B = 14% | C = -8% | D = 1% | E = 5% | F = -5% | G = -5%
Compound: CCCCNc1ccc(C(CC(N)=O)NC(=O)Cc2cccc3ccccc23)cc1[N+](=O)[O-] (centres undefined)
  A = 8%[10 µM] | B = 20%[9.22 µM] | C = / | D = 13% | E = / | F = -1% | G = 2%
Compound: O=C(CCc1c[nH]c2ccccc12)NCC1CCCO1 (centres undefined)
  A = -3%[10 µM] | B = 5% | C = 4% | D = 4% | E = 3% | F = 12% | G = -4%
Compound: O=C(NCc1cccnc1)c1ccc(Cl)c(S(=O)(=O)N2CCCCCC2)c1
  A = / | B = -14% | C = 6% | D = 7% | E = ? | F = -7% | G = 0%
Compound: Cc1ccc(C)c2[nH]c(=O)c(CN(CCN3CCCC3)C(=O)Nc3cccc(Cl)c3)cc12
  A = -33%[10 µM] | B = -20% | C = ? | D = 11% | E = ? | F = 0% | G = -6%
Compound: Cc1cccc(-c2csc(NC(=O)c3cnccn3)c2C(=O)OC(C)C)c1
  A = -22% | B = -16% | C = -3% | D = 1% | E = 9% | F = 5% | G = -7%
Compound: O=C(c1cnc(Cl)c(Cl)c1)N1CCC(Cc2ccccc2)CC1
  A = -83%[inhibitor] | B = -31% | C = 1% | D = 7% | E = / | F = -8% | G = 4%
Compound: Cc1nc2c(c(=O)n1CCC(C)C)c1nc3ccccc3nc1n2CC1CCCO1 (centres undefined)
  A = -7%[10 µM] | B = 19%[9.22 µM] | C = / | D = 6% | E = / | F = 3% | G = 1%
Compound: CCN(CC)CCN1C(=O)C2C3c4ccccc4C(c4ccccc43)C2C1=O (centres undefined)
  A = -6%[10 µM] | B = -5% | C = -3% | D = 3% | E = 4% | F = 1% | G = -3%
Compound: CC1=Nn2c(nc(-c3ccccc3)c2-c2ccccc2)N(CC(N)=O)C(=O)C1
  A = -7% | B = -22% | C = 4% | D = -4% | E = 4% | F = 12% | G = 3%
Compound: Cc1cc(S(N)(=O)=O)c(N)c(S(N)(=O)=O)c1
  A = -18%[10 µM] | B = 0%[9.22 µM] | C = -3% | D = 4% | E = / | F = -1% | G = -4%
Compound: C[C@H](CCC(=O)NCCS(=O)(=O)O)C1CC[C@H]2C3CC[C@@H]4C[C@H](O)CC[C@]4(C)C3C[C@H](O)[C@]12C (some centres undefined)
  A = 10% | B = / | C = / | D = 12% | E = / | F = / | G = 8%
Compound: CCN(CC)CCNc1nc(-c2cccs2)c(CC(=O)O)s1
  A = 9% | B = 5% | C = 8% | D = 11% | E = 1%[9.22 µM] | F = -18% | G = 0%
Compound: O=C(Cc1ccccc1)Nc1ccc(N2CCOCC2)cc1
  A = 13%[10 µM] | B = 12%[9.22 µM] | C = 11% | D = -2% | E = -7%[46 µM] | F = -2% | G = 3%
Compound: Cc1ccc(-c2csc(Cc3nc(-c4cc5ccccc5oc4=O)cs3)n2)cc1
  A = -20% | B = -11% | C = -1% | D = 3% | E = -10% | F = 0% | G = 0%
Compound: Cc1ccc(C(=O)N2CC(C)OC(C)C2)c(Cl)c1 (centres undefined)
  A = -9% | B = -3%[9.22 µM] | C = 0% | D = -9% | E = 13% | F = 3% | G = 3%
Compound: CNc1nc2c(c(=O)[nH]c(=O)n2C)n1CCOC
  A = 7%[10 µM] | B = 3% | C = -4% | D = 3% | E = -3% | F = 4% | G = -4%
Compound: COc1ccc(CCNC(=O)C/C(C)=N/NC(=O)C23CC4CC(CC(C4)C2)C3)cc1OC
  A = 3%[10 µM] | B = 8% | C = 3% | D = -12% | E = ? | F = 6% | G = -10%
Compound: Cc1nc2nc[nH]n2c(=O)c1NS(=O)(=O)c1ccc(F)cc1
  A = 23%[10 µM] | B = -1% | C = -3% | D = -14% | E = -3%[46 µM] | F = 2% | G = 1%
Compound: Cc1cc(C)n(-c2ccc(C(=O)Nc3cccc(S(=O)(=O)N(C)C)c3)cc2)n1
  A = 35%[10 µM] | B = ? | C = -14% | D = 1% | E = ? | F = -8% | G = -6%
Compound: O=C(Nc1ccn(Cc2c(F)c(F)cc(F)c2F)n1)c1ccc(COc2ccccc2Cl)cc1
  A = -8% | B = -13% | C = 0% | D = 4% | E = ? | F = -10% | G = 0%
Compound: NC(=S)Nc1cccc2cc3ccccc3cc12
  A = -40%[inhibitor] | B = 11% | C = 1% | D = -10% | E = 3% | F = ? | G = -2%
Compound: C=CCCN([C@@H](C)C(=O)OC)S(=O)(=O)c1ccccc1Br
  A = -2%[10 µM] | B = -18%[9.22 µM] | C = / | D = 8% | E = / | F = -4% | G = 2%
Compound: O=C(/C=C/c1ccc(Cl)cc1)NC(=S)Nc1ccc(CN2CCOCC2)cc1
  A = -3%[10 µM] | B = -4% | C = 2% | D = -16% | E = -11% | F = 8% | G = 11%
Compound: CCOC(=O)c1c(-n2cnnn2)sc(C)c1C
  A = 18%[10 µM] | B = 5% | C = -6% | D = 4% | E = 4% | F = 7% | G = 0%
Compound: O=C(Nc1ccc2c(c1)OCCO2)c1ccccn1
  A = -137%[inhibitor] | B = 10% | C = 9% | D = -4% | E = 2%[46 µM] | F = -4% | G = 0%
Compound: COc1cc(/C=C2\SC(=S)N(CC(=O)NC(C)(C)C)C2=O)cc(OC)c1OC
  A = 27% | B = 36% | C = ? | D = 0% | E = 4%[9.22 µM] | F = -3% | G = -1%
Compound: CC1(C)C(=O)N(OCc2ccccc2)C(C)(C)C(=O)N1OCc1ccccc1
  A = -18% | B = 21%[1.84 µM] | C = 0% | D = 6% | E = -4% | F = 3% | G = -2%
Compound: O=C(CCS(=O)(=O)c1ccc(Br)cc1)Nc1cc(F)ccc1F
  A = 4%[10 µM] | B = -8% | C = -14% | D = ? | E = 12% | F = 2% | G = 1%
Compound: Cc1ccccc1N=C1N=C(N)c2ccccc21
  A = 8%[10 µM] | B = -3% | C = 3% | D = 0% | E = ? | F = -2% | G = -3%
Compound: COc1cc(C(=O)NC(=S)NNC(=O)[C@H]2C[C@@H]2c2ccccc2)cc(OC)c1OC
  A = -5%[10 µM] | B = 0%[9.22 µM] | C = 1% | D = -18% | E = / | F = -2% | G = 1%
Compound: CCc1ccc(C(=O)/C=C/NCc2ccc(F)cc2)cc1
  A = -4%[10 µM] | B = 3% | C = 4% | D = 3% | E = -13% | F = -10% | G = -2%
Compound: Cn1nccc1C(=O)Nc1ccccc1C(=O)O
  A = -17% | B = 17% | C = -1% | D = 2% | E = 3% | F = 14% | G = 0%
Compound: C=C(C)c1cccc(C(C)(C)NC(=O)N2CCN(C)CC2)c1
  A = -9% | B = -24% | C = -3% | D = 20% | E = 3% | F = 1% | G = -1%
Compound: O=C(Cn1nc(-c2ccccc2F)ccc1=O)NCc1ccc2c(c1)OCO2
  A = -18% | B = -5% | C = -4% | D = -1% | E = 9% | F = 6% | G = -4%
Compound: O=C(N/N=C\c1ccc(Sc2ccccn2)o1)c1cccc(Br)c1
  A = -17% | B = -7% | C = 1% | D = 2% | E = 7% | F = 4% | G = -12%
Compound: Cc1cccc(C)c1NC(=O)CN1C(=O)S/C(=C\c2cccn2-c2cccc(C(=O)O)c2)C1=O
  A = 6% | B = 23% | C = ? | D = 0% | E = 2% | F = -10% | G = -3%
Compound: COc1ccccc1N/C(N)=N/c1nc(CSc2nc3ccccc3s2)cc(=O)[nH]1
  A = -10%[10 µM] | B = 12% | C = 6% | D = 5% | E = -10% | F = 12% | G = 5%
Compound: CCOC(=O)c1c(C)[nH]c(N=Nc2ccc(C)cc2)c1C
  A = -26% | B = -17% | C = -19% | D = -27% | E = -16% | F = -4% | G = -4%
Compound: O=C(OCc1nc2ccccc2s1)c1cccs1
  A = -21% | B = -17% | C = -2% | D = 2% | E = 7% | F = 2% | G = -5%
Compound: CSc1nnc(-c2ccc(Cl)cc2Cl)o1
  A = -1% | B = 14% | C = 6% | D = 6% | E = -8% | F = 7% | G = -4%
Compound: CN(C)C(CNC(=O)c1oc2ccccc2c1CSc1ncn[nH]1)c1ccco1 (centres undefined)
  A = -7% | B = ? | C = -10% | D = -1% | E = / | F = 11% | G = 2%
Compound: COc1ccc(C(CC(=O)NCc2ccccc2)C(C)C)cc1 (centres undefined)
  A = 4%[10 µM] | B = 1%[9.22 µM] | C = -11% | D = 4% | E = / | F = 3% | G = 11%

Gathered by group, the entries above containing an NH in an aromatic ring (7)
Letter code – A = HTT cytoprotect; B = HTT aggregate; C = GAA inh; D = CBFb RUNX1 block; E = LMNA splice mod; F = GAA glycogen; G = aGlu spleen mod
Compound: O=C(CCc1c[nH]c2ccccc12)NCC1CCCO1 (centres undefined)
  A = -3%[10 µM] | B = 5% | C = 4% | D = 4% | E = 3% | F = 12% | G = -4%
Compound: Cc1ccc(C)c2[nH]c(=O)c(CN(CCN3CCCC3)C(=O)Nc3cccc(Cl)c3)cc12
  A = -33%[10 µM] | B = -20% | C = ? | D = 11% | E = ? | F = 0% | G = -6%
Compound: CNc1nc2c(c(=O)[nH]c(=O)n2C)n1CCOC
  A = 7%[10 µM] | B = 3% | C = -4% | D = 3% | E = -3% | F = 4% | G = -4%
Compound: Cc1nc2nc[nH]n2c(=O)c1NS(=O)(=O)c1ccc(F)cc1
  A = 23%[10 µM] | B = -1% | C = -3% | D = -14% | E = -3%[46 µM] | F = 2% | G = 1%
Compound: COc1ccccc1N/C(N)=N/c1nc(CSc2nc3ccccc3s2)cc(=O)[nH]1
  A = -10%[10 µM] | B = 12% | C = 6% | D = 5% | E = -10% | F = 12% | G = 5%
Compound: CCOC(=O)c1c(C)[nH]c(N=Nc2ccc(C)cc2)c1C
  A = -26% | B = -17% | C = -19% | D = -27% | E = -16% | F = -4% | G = -4%
Compound: CN(C)C(CNC(=O)c1oc2ccccc2c1CSc1ncn[nH]1)c1ccco1 (centres undefined)
  A = -7% | B = ? | C = -10% | D = -1% | E = / | F = 11% | G = 2%
